From PubChem BioAssay
M1 ag parental: counter-screen for M1 agonists: effect in parental CHO-K1 cells. Fluo-8 calcium fluorescence; scaled to maximal ATP response, vehicle zero. activation, % at 3 µM. 360,000 compounds, 0.48% hits. AID 602248; in the data active = activation above about 15%;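 note: untransfected CHO-K1 host cells lacking M1 receptor as counterscreen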
CHRM1 agonist: activates human CHRM1 receptor. 360,000 compounds, 0.33% hits. activation, % at 3 µM. CHO-K1 hM1, Fluo-8 calcium fluorescence, agonist mode; 0% DMSO, 100% acetylcholine EC100. P11229;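 active = activation above the run's mean compound activation plus 3 SD, cut at about 16% in these data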;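 note: peak over basal fluorescence ratio within a 140 s kinetic read after compound addition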
M1 PAM parental: nonselective activator or artifact in parental CHO-K1 calcium assay | ATP EC20, Fluo-8 calcium fluorescence; 0% at ATP EC20, 100% at ATP max | activation, % at 3 µM | 360,000 compounds, 0.02% hits | AID 602247;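 active = activation above the run cutoff, the mean activation of all test compounds plus 3 SD, cut at about 40% in these data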;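 note: peak over basal fluorescence ratio in a 140 s read after ATP addition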
CHO parental Ca: signal in parental CHO cells, OX1R antagonist counter-screen. parental CHO-K1, ATP-induced calcium, Fluo-8 fluorescence. inhibition, % at 5.6 µM. 330,000 compounds, 0.63% hits. AID 463079;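 active = inhibition above that plate's mean sample inhibition plus 3 SD, cut at about 26% in these data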;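 note: 0% = ATP-challenged DMSO wells and 100% = DMSO wells without ATP; some compounds past the cut are filed as inactive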
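Assay system: untransfected parental CHO cell line. Also added: ATP agonist challenge. Dosing: one dose, 5.6 µM nominal. Measured by: Fluo-8 fluorescence. Read-out: % inhibition. Benchmarks: ATP wells versus no-ATP DMSO wells. Repeats: no replicates.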
V1R ag counter: V1a receptor agonism, counter-screen for OXTR agonists; AID 2797; activation, % at 3 µM; P37288; CHO-V1R cells, Fluo-8 calcium fluorescence, agonist mode; 0% DMSO, 100% 3 nM vasopressin; 320,000 compounds, 0.25% hits;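 active = activation above the mean activation of all tested compounds plus 3 SD, per screening run, cut at about 20% in these data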;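 note: signal is peak over basal fluorescence ratio across a 100 second FLIPR read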
Target sequence (P37288 whole entry, looked up): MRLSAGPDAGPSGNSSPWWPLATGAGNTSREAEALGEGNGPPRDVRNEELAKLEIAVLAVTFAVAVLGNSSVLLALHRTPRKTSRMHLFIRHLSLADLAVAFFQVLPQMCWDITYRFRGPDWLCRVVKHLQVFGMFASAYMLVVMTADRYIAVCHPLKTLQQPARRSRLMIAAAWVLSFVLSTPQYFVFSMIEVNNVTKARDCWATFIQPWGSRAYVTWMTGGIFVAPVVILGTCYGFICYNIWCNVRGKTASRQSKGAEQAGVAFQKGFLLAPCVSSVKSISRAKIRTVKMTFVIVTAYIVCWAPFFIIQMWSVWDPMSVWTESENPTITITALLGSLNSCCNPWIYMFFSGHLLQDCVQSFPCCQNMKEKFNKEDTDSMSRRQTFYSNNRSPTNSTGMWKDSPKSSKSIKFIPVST
OXTR potentiate: potentiates the human oxytocin receptor response; AID 2445; 320,000 compounds, 0.061% hits; activation, % at 3 µM; P30559; CHO-OTR cells, Fluo-8 calcium fluorescence, potentiator mode; 0% = oxytocin EC15, 100% = EC100;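 active = activation above that plate's cutoff, the mean activation of tested compounds plus 3 SD, cut at about 6.6% in these data, passing the limit was not always enough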;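 note: 100% uses oxytocin at 75 nM as the full agonist control; some results filed as inactive read as strong as hits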
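Replication – single well per compound, singlicate · Assay system – CHO cell line stably expressing human OTR · Timing – 6 min pre-incubation, 100 s read · Measure – normalized max/min fluorescence ratio, % activation · Doses – 3.0 µM, one dose · Detection – Fluo-8 calcium dye fluorescence · Probe or stimulus – oxytocin near EC15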
TAAR1 antagonist: antagonists of human TAAR1 | Q96RJ0 | CHO RD-HGA16 TAAR1, Fluo-8 calcium fluorescence, antagonist | inhibition, % at 3 µM | 360,000 compounds, 1.5% hits | AID 624466;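 active = inhibition above a per-plate cutoff, the mean inhibition of test compounds on that plate plus 3 SD, cut at about 49% in these data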;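 note: 0% = DMSO plus EC80 beta-PEA response and 100% = DMSO alone without agonist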
Target sequence (Q96RJ0 whole entry, looked up): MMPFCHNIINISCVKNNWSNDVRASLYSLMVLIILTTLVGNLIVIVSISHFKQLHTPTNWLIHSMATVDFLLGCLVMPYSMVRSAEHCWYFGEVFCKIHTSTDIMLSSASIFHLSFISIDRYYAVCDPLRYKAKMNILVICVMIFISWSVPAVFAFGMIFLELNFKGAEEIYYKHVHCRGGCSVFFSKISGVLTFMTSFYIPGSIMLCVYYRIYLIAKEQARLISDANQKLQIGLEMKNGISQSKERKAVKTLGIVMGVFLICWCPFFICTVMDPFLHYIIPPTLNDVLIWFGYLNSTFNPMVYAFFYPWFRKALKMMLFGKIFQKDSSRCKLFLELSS
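Test system: RD-HGA16 CHO cells with stable hTAAR1 and Gα16 / Probe or stimulus: EC80 β-phenethylamine stimulus / Times: seeding 17-24 h prior, 75-min 37 °C, 30-min RT dye loading / Detection: Fluo-8 calcium-sensitive fluorescence / Read-out basis: % inhibition scaled between DMSO and EC80 PEA controls / Repeats: singlicate, one well per test compound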
CHO-K1 Ca antag: M1 antagonist counterscreen hit in parental CHO-K1 cells; ATP-induced calcium, Fluo-8 fluorescence; inhibition, % at 3 µM; 360,000 compounds, 0.6% hits;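 active = inhibition above a per-plate cutoff, the plate's mean sample inhibition plus 3 SD, cut at about 24% in these data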;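 note: 0% = DMSO plus EC80 ATP and 100% = DMSO alone without ATP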
TAAR1 ag: human TAAR1 agonism. Q96RJ0. CHO RD-HGA16 TAAR1, Fluo-8 calcium fluorescence; vehicle wells 0%, saturating PEA agonist 100%. activation, % at 3 µM. 360,000 compounds, 0.99% hits. AID 624467;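 active = activation above the mean activation of all test compounds in the run plus 3 SD, cut at about 38% in these data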
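System: CHO RD-HGA16 cells carrying human TAAR1 plus Gα16; Incubation: 17-24 h seeding, 75 min 37 °C dye, 30 min RT; Measured by: Fluo-8 fluorescence, 5 s baseline then 140 s kinetic read; Control set: DMSO and PEA EC100; Replication: single well for each compound.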
An asterisk follows results filed as active; . = not tested or not shown.

SMILES	M1 ag parental	CHRM1 agonist	M1 PAM parental	CHO parental Ca	V1R ag counter	OXTR potentiate	TAAR1 antagonist	CHO-K1 Ca antag	TAAR1 ag
CC1(c2cccc(Br)c2)NC(=O)N(CC(=O)N2CCc3ccccc32)C1=O (centres undefined)	1.6	9	-14	-1	6.4	-9	7	-10	6
CCC(C)(CCNC(=O)Cc1ccccc1)c1ccccc1OC (centres undefined)	-1.1	-7	14	-22	-1.8	-20	-8	-10	2
COc1ccc(-c2cc(-c3ccc(O)cc3)nc(N)c2C#N)cc1OC	5.6	10	15	-18	-0.1	2	50*	-11	13
COc1ccccc1-c1cc(C(F)(F)F)n2ncc(C(=O)N3CCc4ccccc4C3)c2n1	0.0	-6	20	-28	0.7	-12	-47	-16	3
CCOC(=O)C1CCN(C(=O)CCNS(=O)(=O)c2ccc(C)cc2)CC1	0.6	-3	6	-16	0.2	-3	-16	-2	1
CCc1ccc([C@H]2C(C(=O)O)=C[C@@H](CC)N2S(=O)(=O)c2ccc(C)cc2)cc1	0.3	-4	8	-13	0.8	0	-6	-3	2
N#CCCN(Cc1cccnc1)S(=O)(=O)c1ccc(S(=O)(=O)N2CCCCCC2)cc1	2.3	-9	-5	-11	5.2	-7	-6	-10	9
Cc1nc(CSc2ccccc2)cc(=O)[nH]1	-0.2	-3	6	-2	0.0	-3	3	-6	3
C#CCOCCOCCOCCNc1nc(N2CCN(C(=O)[C@H]([C@@H](C)CC)n3cc([C@@H](N)CC(C)C)nn3)CC2)nc(N2CCN(C(=O)[C@H](Cc3ccc(O)cc3)n3cc([C@@H](N)CC(C)C)nn3)CC2)n1	.	.	.	-9	1.2	0	15	.	4
COc1cc(C(=O)Nc2ccccn2)cc(OC)c1OC	1.1	-1	12	-24	0.4	-2	4	-11	3
CCOC(=O)c1c(C)[nH]c(/C(C)=N/NC(=O)c2cccnc2)c1C	-0.3	-3	-13	.	.	.	4	8	0
CCCCc1ccc(Nc2ncccc2C#N)cc1	0.5	-5	7	-4	-1.2	-5	-2	-1	5
O=C(Nc1cccc(F)c1)C1C2C=CC3(CN(CCCN4CCOCC4)C(=O)C13)O2 (centres undefined)	1.3	-3	26	-3	0.1	-8	-26	-9	5
Cc1c(NC2=NC(C)(C)Cc3ccccc32)c(=O)n(-c2ccccc2)n1C	0.2	-5	13	-4	-1.0	5	-14	2	8
Cc1cc(Nc2ccccc2)n(C(=O)c2ccccc2)n1	-0.1	-4	13	-11	0.5	0	-25	-10	2
O=C(CN(C(=O)CNC(=O)c1ccco1)c1ccc(F)c(Cl)c1)NC1CCCCC1	6.1	5	2	-5	4.6	-9	5	-8	4
COCCNC(=O)CN1CCC(NC(=O)Nc2ccccc2)CC1	0.4	-6	6	-4	2.6	-11	1	2	5
CCn1cc(CCC(=O)NCc2ccccc2OC)c2ccccc21	-0.6	2	-5	-17	-1.1	-8	-15	-1	3
O=C(CSc1ccc(Cl)cc1)NNC(=O)c1cccnc1	3.1	-1	13	-15	0.1	0	5	-8	1
Cc1ccc(-c2cc(=O)[nH]c(NCc3ccccc3)n2)cc1	1.7	2	5	-22	0.4	-8	-9	-12	-1

A second format for part of the listing above.
smiles | M1 ag parental | CHRM1 agonist | M1 PAM parental | CHO parental Ca | V1R ag counter | OXTR potentiate | TAAR1 antagonist | CHO-K1 Ca antag | TAAR1 ag
CCOC(=O)c1c(C)[nH]c(/C(C)=N/NC(=O)c2cccnc2)c1C | -0.3 | -3 | -13 | . | . | . | 4 | 8 | 0
CCC(C)(CCNC(=O)Cc1ccccc1)c1ccccc1OC (centres undefined) | -1.1 | -7 | 14 | -22 | -1.8 | -20 | -8 | -10 | 2
O=C(CSc1ccc(Cl)cc1)NNC(=O)c1cccnc1 | 3.1 | -1 | 13 | -15 | 0.1 | 0 | 5 | -8 | 1
O=C(CN(C(=O)CNC(=O)c1ccco1)c1ccc(F)c(Cl)c1)NC1CCCCC1 | 6.1 | 5 | 2 | -5 | 4.6 | -9 | 5 | -8 | 4
COc1ccccc1-c1cc(C(F)(F)F)n2ncc(C(=O)N3CCc4ccccc4C3)c2n1 | 0.0 | -6 | 20 | -28 | 0.7 | -12 | -47 | -16 | 3
C#CCOCCOCCOCCNc1nc(N2CCN(C(=O)[C@H]([C@@H](C)CC)n3cc([C@@H](N)CC(C)C)nn3)CC2)nc(N2CCN(C(=O)[C@H](Cc3ccc(O)cc3)n3cc([C@@H](N)CC(C)C)nn3)CC2)n1 | . | . | . | -9 | 1.2 | 0 | 15 | . | 4
CCCCc1ccc(Nc2ncccc2C#N)cc1 | 0.5 | -5 | 7 | -4 | -1.2 | -5 | -2 | -1 | 5

Additional compounds follow.
SMILES	M1 ag parental	CHRM1 agonist	M1 PAM parental	CHO parental Ca	V1R ag counter	OXTR potentiate	TAAR1 antagonist	CHO-K1 Ca antag	TAAR1 ag
Cc1cccc(C)c1NC(=S)N/N=C/c1c(Cl)cccc1Cl	0.2	-8	22	-4	0.2	-6	-9	0	6
CC(C)/C(=N\NS(=O)(=O)c1ccc(Br)cc1)c1cccs1	-0.2	-8	4	-23	-0.8	-10	13	6	3
COc1ccc(N2C(=O)C(Cl)=C(N(CCO)Cc3ccccc3)C2=O)cc1	0.6	-2	-2	-12	0.1	-4	-3	-11	2
Cc1nn(CC(=O)Nc2nnc(CC(=O)N3CCCC3)s2)c(=O)c2ccccc12	0.3	-1	12	-10	0.2	-2	14	2	0
CC(C)(C)c1ccc(C(=O)NCC(=O)N2CCC3(CC2)NCCc2[nH]cnc23)cc1	0.9	-4	14	-2	0.0	-4	-6	-8	2
O=C(NNC(=O)c1cc(-c2ccncc2)nc2ccccc12)c1ccccc1O	4.1	-2	15	-20	-0.4	-9	31	0	9
O=C(c1cc(-c2cccc(O)c2)on1)N1CCc2ccccc2C1	1.2	0	22	-12	0.5	-10	35	-7	32
Cc1cccn2c(=O)c3cc(C(N)=S)c(=N)n(CCCN4CCOCC4)c3nc12	0.9	-4	24	-12	-0.8	-15	16	-14	-1
O=C(CCC(=O)N(CC(=O)NC1CCCCC1)Cc1cccs1)Nc1ccccn1	0.7	-6	20	-7	1.3	-2	23	-3	-1
O=C(NC12CC3CC(CC(C3)C1)C2)N1CCN(C(=O)c2ccco2)CC1	0.4	-10	20	-6	0.1	-2	-4	-6	7
COc1ccc(-c2nc(C#N)c(N3CCc4ccccc4C3)o2)cc1OC	0.6	-4	19	-16	0.1	-1	21	9	6
O=c1c2ccccc2c(-c2cccc(C(F)(F)F)c2)nn1-c1ccccc1	-0.2	-5	14	-63	0.1	1	-13	-6	3
COC(=O)[C@@]1(Cc2ccc(F)cc2)[C@H]2c3cc(C(=O)N(C)C)n(Cc4ccc(OC)c(OC)c4)c3C[C@H]2CN1C(=O)c1ccccc1	.	.	.	-16	4.4	-7	15	.	24
CC1=CC(=C2C(=O)c3ccccc3C2=O)C=C(C)O1	0.1	-7	3	-8	-0.1	4	0	5	-1
Cc1ccc(S(=O)(=O)NC(C)C(=O)OCC(=O)N(C)c2ccccc2)cc1 (centres undefined)	8.7	-1	-5	-5	0.3	-9	-5	-11	0
Cc1onc(-c2ccccc2Cl)c1C(=O)Nc1ccc(N2CCOCC2)cc1	1.1	-5	23	-17	1.6	4	1	-15	1
CCC(OC(=O)c1nsc(Cl)c1Cl)C(=O)NC(C)(C)CC (centres undefined)	-0.2	0	-5	-4	-1.8	-5	11	-15	2
CCCC(=O)NC(=S)Nc1nc(-c2ccc(OC)cc2)cs1	0.4	-9	16	0	0.8	-14	30	-7	1
Cn1cc(S(=O)(=O)NCc2ccc(F)cc2)c(=O)n(C)c1=O	0.9	-1	2	-7	-0.5	-1	11	-2	3
CS(=O)(=O)N1CCN(C(=O)c2ccc(F)cc2)CC1	-0.1	0	-3	-11	-0.1	3	-19	-5	3

Not a retest: entries from further up.
SMILES	M1 ag parental	CHRM1 agonist	M1 PAM parental	CHO parental Ca	V1R ag counter	OXTR potentiate	TAAR1 antagonist	CHO-K1 Ca antag	TAAR1 ag
Cn1cc(S(=O)(=O)NCc2ccc(F)cc2)c(=O)n(C)c1=O	0.9	-1	2	-7	-0.5	-1	11	-2	3
CS(=O)(=O)N1CCN(C(=O)c2ccc(F)cc2)CC1	-0.1	0	-3	-11	-0.1	3	-19	-5	3

In another format: entries from further up.
smiles,M1 ag parental,CHRM1 agonist,M1 PAM parental,CHO parental Ca,V1R ag counter,OXTR potentiate,TAAR1 antagonist,CHO-K1 Ca antag,TAAR1 ag
O=C(NNC(=O)c1cc(-c2ccncc2)nc2ccccc12)c1ccccc1O,4.1,-2,15,-20,-0.4,-9,31,0,9
O=C(c1cc(-c2cccc(O)c2)on1)N1CCc2ccccc2C1,1.2,0,22,-12,0.5,-10,35,-7,32

(continued)
SMILES	M1 ag parental	CHRM1 agonist	M1 PAM parental	CHO parental Ca	V1R ag counter	OXTR potentiate	TAAR1 antagonist	CHO-K1 Ca antag	TAAR1 ag
CC1(C)CC(=O)C(C=NCCN2CCN(C(=O)c3ccc(Br)cc3)CC2)=C(O)C1	0.1	-4	6	-12	-0.2	-8	-29	-5	-1
COc1ccc(C2(C)NC(=O)NC2=O)cc1OC (centres undefined)	0.9	-2	1	-2	-0.4	-7	0	-10	-2
COc1ccccc1C(=O)Nc1ccc2c(c1)OCCO2	0.6	-3	-2	-1	-0.2	-10	6	-6	5
CCOC(=O)c1cc(C)sc1/N=C/C1C(=O)CC(C)(C)CC1=O	-0.1	-5	5	-11	-0.1	-2	-27	2	0
O=C(NCC1CCCO1)c1ccccc1NC(=O)c1cccc2ccccc12 (centres undefined)	3.7	-3	13	-5	0.0	-2	39	1	12
CCOC(=O)C(NCc1ccc2c(c1)OCO2)(NC(=O)c1ccccc1)C(F)(F)F (centres undefined)	0.2	-2	5	-17	0.6	-11	7	-2	6
Cc1ccc(NC(=O)CN(C)C(=O)COc2ncnc3ccc(Br)cc23)cc1	1.5	-3	22	-7	2.3	-1	10	1	13
CC(=O)NS(=O)(=O)c1ccc(N=c2ssc3c2-c2cc(C)ccc2NC3(C)C)cc1	0.9	-11	9	-11	0.6	-3	0	-3	6
Cc1cc(C(=O)N2CCCC(N3CCN(c4cccc(C(F)(F)F)c4)CC3)C2)no1 (centres undefined)	-0.8	-6	6	-25	-1.2	-3	-23	-4	-2
CC(C)(C)NC(=O)NC(=O)CN1C(=O)NC(c2ccccc2)(c2ccccc2)C1=O	1.7	-2	-17	-19	2.9	-9	-4	-12	2
CC(=O)c1ccc(-c2nc3c4ccccc4ccn3c2C(C)=O)o1	4.0	-3	16	-24	-0.9	2	9	6	5
O=C(NC1CCCCCC1)C1CCN(S(=O)(=O)c2cnc[nH]2)CC1	1.3	-3	-2	-2	0.5	1	2	3	8
